Source: PubChem (Broad Institute)
Cneo AK release: Cryptococcus neoformans lysis via adenylate kinase release; lysis activity, % at 15 µM; C. neoformans lysis, adenylate kinase release luminescence, 4 h; normalised: neutral wells 0, clomiphene wells 100; 360,000 compounds, 0.2% hits; AID 651654;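 active = mean lysis activity across replicates of at least 80%, whatever share of replicates individually reach that level; inactive = mean lysis activity below 80%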
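Schedule: static 4 h at 37 °C with compound, 1 h detection; system: C. neoformans cells; benchmarks: Clomiphene as positive control; buffer or medium: fresh YPD medium; measure: luminescence rise reflecting yeast cell lysis; measured by: luminescent adenylate kinase detection reagent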
C2C12 statin: protects C2C12 myotubes from simvastatin toxicity. 330,000 compounds, 0.78% hits. rescue of ATP level, % at 7.49 µM. ATP luminescence, 48 h; scaled: DMSO 0, geranylgeraniol control 100;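 active = mean ATP rescue above about 67%, or every replicate alone reaching that limit, limit read from the data, passing the limit was not always enough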;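 also: myotubes were challenged with 10 µM simvastatin during compound exposure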
miR-122 sensor: blocks miR-122 activity in Huh7 sensor cells; Huh7 miR-122 Renilla luciferase sensor, 48 h; neutral wells = 0, positive control = 100; activation (reporter increase), % at 12.5 µM; 340,000 compounds, 0.3% hits; AID 602342;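 active = mean replicate activation score at least 90 and every replicate individually at or above 90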;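 also: higher luciferase means less miR-122 activity so hits act as miR-122 inhibitors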
ARNT TACC3 PPI: disruptors of human ARNT/TACC3 interaction | Q9Y6A5 | AlphaScreen His-ARNT PAS-B/GST-TACC3 binding, luminescence; TACC3 fragment carries E629A point mutation | inhibition, % at 9.99 µM | 390,000 compounds, 0.66% hits | AID 623870;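 active = mean inhibition of replicates at least 50% and at least half of replicates each reaching 50%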;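 also: 0% = complete ARNT plus TACC3 wells and 100% = ARNT alone without TACC3; many hits fall short of the cut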
SIRT5 inh: blocks human SIRT5 desuccinylation of peptide. Purified SirT5, succinyl-peptide AMC, trypsin-coupled fluorescence. 330,000 compounds, 1.1% hits. Q9NXA8. inhibition, % at 15 µM; in the data active = inhibition above about 15%
Target sequence (Q9NXA8 whole entry, looked up): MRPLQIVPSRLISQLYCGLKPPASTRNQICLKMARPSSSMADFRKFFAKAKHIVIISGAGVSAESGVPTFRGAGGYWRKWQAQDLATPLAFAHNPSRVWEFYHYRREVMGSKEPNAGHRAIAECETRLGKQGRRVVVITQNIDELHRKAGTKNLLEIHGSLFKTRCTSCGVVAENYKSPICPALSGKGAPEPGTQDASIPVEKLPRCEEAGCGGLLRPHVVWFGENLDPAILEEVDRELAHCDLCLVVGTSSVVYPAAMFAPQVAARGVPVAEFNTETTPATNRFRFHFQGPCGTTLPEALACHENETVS
esBAF inh: SWI/SNF esBAF complex inhibition; reporter increase, % at 12.5 µM; 350,000 compounds, 2% hits; mouse ES cells, Bmi1-luciferase knock-in reporter, 24 h; 100% = twice the neutral-well signal; in the data active = activation above about 40%;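 also: 0% = median of the plate's neutral control wells and 100% = double that signal; a rise in the Bmi1 reporter signal indicates esBAF inhibition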
ERp5 block: ERp5 (human) disulfide isomerase inhibition; Q15084; ERp5 insulin aggregation, absorbance 650 nm, 90 min; inhibition, % at 9.99 µM; AID 651711; 350,000 compounds, 0.05% hits;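 active = mean replicate inhibition above about 25%, with every replicate also reaching it, limit read from the data, passing the limit was not always enough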
Target sequence (Q15084 whole entry, looked up): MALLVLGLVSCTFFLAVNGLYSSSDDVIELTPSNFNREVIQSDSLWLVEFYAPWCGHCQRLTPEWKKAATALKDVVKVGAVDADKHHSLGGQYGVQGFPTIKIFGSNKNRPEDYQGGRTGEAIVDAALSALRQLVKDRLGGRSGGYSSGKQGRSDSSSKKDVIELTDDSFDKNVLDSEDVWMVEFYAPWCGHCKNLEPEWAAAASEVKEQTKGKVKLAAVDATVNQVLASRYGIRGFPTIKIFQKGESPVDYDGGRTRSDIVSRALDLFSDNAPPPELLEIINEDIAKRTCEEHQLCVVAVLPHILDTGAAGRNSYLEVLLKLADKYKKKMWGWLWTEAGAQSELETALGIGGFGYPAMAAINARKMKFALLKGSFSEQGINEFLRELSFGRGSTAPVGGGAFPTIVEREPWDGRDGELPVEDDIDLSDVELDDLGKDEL
Active calls of the source: *; · = no result given; [ ] = remark or other dose.

Compound	Cneo AK release	C2C12 statin	miR-122 sensor	ARNT TACC3 PPI	SIRT5 inh	esBAF inh	ERp5 block
c1coc(Cn2c(SCc3nc4ccccc4[nH]3)nnc2-c2cnccn2)c1	-9.0	3.7	10.4	23.1	·	14.1	·
COc1cc(OC)c(NC(=O)CNC(=O)Cn2ccc3ccccc3c2=O)cc1Cl	4.3	·	-2.4	-1.6	-2.2	·	1.3
CC1(CCc2ccccc2)NC(=O)N(CC(=O)Nc2c(F)cccc2F)C1=O (stereo unspecified)	-6.2	-2.8	-2.3	-1.8	-5.5	-1.9	-3.7
N#CC(C(=O)NCc1ccccc1)c1nc2ccccc2nc1N1CCCC1 (stereo unspecified)	1.1	·	-6.0	-11.1	·	-4.5	·
COC(=O)[C@@]12CCCN1[C@H](c1ccc(SC3CCCCC3)cc1)[C@H]1C(=O)N(C)C(=O)[C@H]12	-0.6	0.7	-3.9	4.0	·	-0.6	2.9
CO[C@@H]1CN(C)C(=O)c2ccc(NC(=O)C3CCOCC3)cc2OC[C@H](C)N(C)C[C@@H]1C	-2.6	2.9	5.2[16.7 µM]	-7.3	·	-1.3	·
O=C(COC(=O)c1ccccc1Br)Nc1nnc(-c2ccccc2)o1	0.4	-6.4	0.9	·	-0.3	-3.6	4.1
CCN(CC)S(=O)(=O)c1ccc(OCC(=O)NCc2ccccc2)cc1	0.7	5.5	-2.1	-3.6	·	-0.6	·
CC=Cc1ccc2n(c1=O)C[C@H]1[C@H](CO)[C@@H](C(=O)NCCC)[C@@H]2N1Cc1ccccc1OC (mixture of isomers)	-0.5	15.0	-3.9[16.7 µM]	2.6	-6.1	7.1	-0.8
C[C@H]1CN([C@@H](C)CO)C(=O)c2cccc(NC(=O)Nc3ccc(C(F)(F)F)cc3)c2O[C@H]1CN(C)S(=O)(=O)c1cccs1	-21.9	-4.8	-0.3[16.7 µM]	-5.6	2.0	17.6	2.3
Cc1ccc(NC(=O)CC2SC3=NCCCN3C2=O)c(C)c1 (stereo unspecified)	-2.6	15.7	-7.6	-3.3	·	-3.2	·
CNC(=O)C[C@@H]1CC[C@@H]2[C@@H](COc3ccc(NC(=O)c4ccc5c(c4)OCO5)cc3C(=O)N2C)O1	-0.8	4.9	12.5[16.7 µM]	3.5	·	5.5	·
CC(=Nc1ccccc1)C1=C(O)CSC1=O	-12.6	-2.7	0.6	1.8	·	46.0*	·
C[C@H](NC(=O)[C@H]1N2C(=O)c3ccccc3C2SC1(C)C)C(=O)N1CCC[C@H]1C(=O)O (stereo partly specified)	-2.4	0.4	-5.5	-6.5	1.3	6.0	-1.4
Cc1cccc(C(=O)Nc2onc(C)c2C#N)c1	1.1	-9.2	-5.8	4.6	·	6.2	·
COc1ccc(S(=O)(=O)N(C)C[C@@H]2Oc3ccc(NC(=O)NC4CCCCC4)cc3CC(=O)N([C@H](C)CO)C[C@@H]2C)cc1	-2.1	-6.6	1.6[16.7 µM]	-4.0	3.8	-0.8	-1.4
COc1ccc(CCNC(=O)CSc2nnc(-c3cccc(F)c3)o2)cc1OC	2.0	13.2	3.1	-1.9	1.8	-0.3	-3.8
CC1(C(=O)O)CCCN(C(=O)/C=C/c2ccccc2)C1 (stereo unspecified)	1.6	2.5	·	·	-0.4	3.8	-2.3
C[C@H]1CN([C@@H](C)CO)C(=O)Cc2cc(NC(=O)Nc3cccc4ccccc34)ccc2O[C@H]1CN(C)S(C)(=O)=O	-1.2	-2.8	-2.8[16.7 µM]	-5.2	4.4	-2.3	4.8
CC(CCc1ccccc1)NC(=O)c1ccc(NC(=O)c2ccccc2)cc1 (stereo unspecified)	-0.2	-34.8	0.5	·	-5.3	5.8	-2.8
CCOC(=O)c1c(N2C(=O)C3C4C=CC(O4)C3C2=O)sc2c1CCCC2 (stereo unspecified)	·	-26.5	1.3	2.4	·	-5.1	·
C[C@@H]1CCC[C@@]2(O[C@H](CCO)C[C@@H](O)[C@@H]2O)O1	-1.9	3.8	·	-8.7	·	-3.5	-4.9
COCCCn1c(=O)c2ccccc2n(CC(=O)NCCC2=CCCCC2)c1=O	1.2	·	0.7	-0.7	-1.6	·	-0.3
CC(=O)N(C)C[C@H]1Oc2cc(-c3cccc(F)c3)ccc2S(=O)(=O)N([C@H](C)CO)C[C@@H]1C	5.7	22.6	-4.9[16.7 µM]	1.5	-2.6	3.1	6.2
CCN(CC)CCN(Cc1cc2cc3c(cc2[nH]c1=O)OCO3)C(=S)NC	3.9	7.8	·	-4.6	-6.9	-1.6	2.2
CC(=O)c1cccc(NC(=O)CCS(=O)(=O)c2ccc(Br)s2)c1	-0.9	0.1	0.8	-8.5	19.4*	-1.2	-4.5
C[C@H](CO)N1C[C@H](C)[C@@H](CN(C)S(=O)(=O)c2cn(C)cn2)Oc2c(NC(=O)c3ccc(-c4nccs4)cc3)cccc2C1=O	0.6	·	-6.2[16.7 µM]	-4.1	-1.8	1.7	-0.7
O=C(Cc1ccncc1)Nc1ccc2c(c1)[C@@H]1C[C@H](CC(=O)N3CCOCC3)O[C@@H](CO)[C@@H]1O2	-46.2	4.5	8.9[16.7 µM]	3.1	·	-1.3	·
CC(C)CC#Cc1ccc2c(c1)O[C@H](CN(C)S(C)(=O)=O)[C@H](C)CN([C@H](C)CO)S2(=O)=O	-1.3	-25.6	13.7[16.7 µM]	-0.3	1.2	4.2	-2.4
CNC(=O)C[C@H]1CC[C@@H]2[C@@H](COc3ccc(NC(=O)Nc4cc(C)cc(C)c4)cc3C(=O)N2C)O1	0.8	6.9	4.8[16.7 µM]	-1.2	0.6	-5.1	-98.6

Results in ARNT TACC3 PPI, esBAF inh and Cneo AK release, for three of the compounds above:
SMILES | ARNT TACC3 PPI | esBAF inh | Cneo AK release
CC(=O)N(C)C[C@H]1Oc2cc(-c3cccc(F)c3)ccc2S(=O)(=O)N([C@H](C)CO)C[C@@H]1C | 1.5 | 3.1 | 5.7
CC1(CCc2ccccc2)NC(=O)N(CC(=O)Nc2c(F)cccc2F)C1=O (stereo unspecified) | -1.8 | -1.9 | -6.2
CO[C@@H]1CN(C)C(=O)c2ccc(NC(=O)C3CCOCC3)cc2OC[C@H](C)N(C)C[C@@H]1C | -7.3 | -1.3 | -2.6

Further records:
Compound	Cneo AK release	C2C12 statin	miR-122 sensor	ARNT TACC3 PPI	SIRT5 inh	esBAF inh	ERp5 block
CCCCOc1ccc(-c2nnn(CC(=O)Nc3ncc(CC(=O)OCC)s3)n2)cc1	-0.5	6.3	5.5	-1.1	·	-1.7	·
O=C(NCCCc1ccncc1)C1CCC(=O)N(CCc2cccc(F)c2)C1 (stereo unspecified)	5.6	12.1	-6.1	-17.6	2.4	4.5	·
CC12CCC(=O)N1C(C(=O)Nc1nc3ccc(Cl)cc3s1)CS2 (stereo unspecified)	-0.6	-3.5	6.7	16.3	-0.3	27.0	-2.3
CC(Oc1ccccc1Cl)C(=O)N1CCCN(C)CC1 (stereo unspecified)	7.6	-0.9	-9.2	-9.5	-3.8	7.6	1.5
COCCCN(C(=O)C1CCCCC1)c1c(N)n(Cc2ccccc2)c(=O)[nH]c1=O	-1.6	0.1	·	5.4	-8.4	-2.1	·
CC(=O)O[C@H]1[C@H](C)OC=C[C@@H]1OC(C)=O	7.5	-8.5	-1.5	-8.2	·	1.3	1.9
COc1ccc(-c2cn(CCCOCc3ccccc3)nn2)cc1	-0.8	3.9	·	2.4	-0.1	9.9	-1.8
CCCOc1ccc(CNC(=O)C2CCN(c3nn4c(=O)cc(C)nc4s3)CC2)cc1	-17.7	6.4	-2.3	-4.3	0.6	3.5	-8.9
CC(C)Oc1cccc(C(=O)NC(=S)Nc2cccc(NC(=O)c3ccccc3Cl)c2)c1	0.8	·	6.0	48.6*	-0.3	·	1.8
CCCOP(=O)(c1ccc(N(C)C)cc1)C(O)c1cccnc1 (stereo unspecified)	1.2	6.1	-1.6	1.4	·	7.7	·
CC(=O)c1cccc(NC(=O)C2CCCN2S(=O)(=O)c2cccc3cccnc23)c1 (stereo unspecified)	-0.7	22.2	·	17.9	·	1.0	4.9
Cc1noc(C)c1NC(=O)Nc1ccc2c(c1)CC(=O)N([C@@H](C)CO)C[C@@H](C)[C@H](CN(C)CC1CCCCC1)O2	-5.9	-13.7	4.9[16.7 µM]	4.8	9.8	6.6	-0.7
CCCN1[C@@H]2Cn3c(ccc(-c4ccncc4)c3=O)[C@H]1[C@@H](C(=O)N1CCCCC1)[C@@H]2CO	-3.2	-2.0	0.7[16.7 µM]	5.5	-1.9	0.4	1.4
COc1cc(-c2noc(C)c2C(=O)NCc2ccc(C)o2)cc(OC)c1OC	0.3	-1.0	-5.8	1.4	-3.3	6.7	-1.8
Cc1ccc([N+](=O)[O-])cc1NC(=O)Cc1cccs1	·	·	·	-6.7	-0.4	·	-2.1
CCOC(=O)C1=CCN(S(=O)(=O)c2ccccc2C)C1c1ccc(Cl)cc1 (stereo unspecified)	0.0	6.6	-0.9	·	-2.8	-6.0	-5.0
CC[C@H](C)[C@H](NC(=O)c1ccccc1)C(=O)Nc1ccc(S(=O)(=O)Nc2cc(C)nc(C)n2)cc1	3.4	13.0	4.2	4.2	-1.5	-4.2	-0.8
O=C(c1cccc(F)c1)N1CCN(S(=O)(=O)c2ccccc2)CC1	-0.2	19.1	-7.8	-7.8	·	-12.1	·
O=S(=O)(Nc1ccc(C(O)(C(F)(F)F)C(F)(F)F)cc1)c1ccc(Cl)c2nonc12	0.9	10.5	-7.2	·	·	-4.2	·
CCOC(=O)C1=C(COC(=O)COc2cccc(C)c2C)NC(=O)NC1C (stereo unspecified)	1.7	1.0	-5.6	-13.5	-1.5	-4.6	1.7
Cc1c(CC(=O)O)c(=O)oc2c(C)c3occ(-c4ccccc4)c3cc12	-2.3	3.4	-6.3	6.4	2.2	-4.0	5.1
C[C@H]1CN([C@@H](C)CO)C(=O)c2cc(C#Cc3ccccc3)cnc2O[C@H]1CN(C)CC1CCOCC1	-4.7	0.3	-6.9[16.7 µM]	3.7	-0.7	2.5	-8.3
O=C(Nc1ccc(F)cc1)N1CCN(C(=O)C2CCCO2)CC1 (stereo unspecified)	3.6	0.9	·	-4.7	4.9	-1.3	5.5
Cc1cc(C(=O)NNC(=O)c2cccc(N(C)C)c2)c(C)o1	-3.3	-4.0	-1.5	-1.3	-4.2	6.1	6.5
CC(C)COc1cccc(C(=O)Nc2ccc(N3CCOCC3)cc2N2CCOCC2)c1	·	·	·	-0.5	0.3	·	-5.4
CCC(=O)N(C)C[C@@H]1Oc2cc(-c3cncnc3)ccc2S(=O)(=O)N([C@@H](C)CO)C[C@H]1C	-0.5	11.4	-0.3[16.7 µM]	-4.8	-6.3	2.3	3.5
CCOC(=O)Cn1c(C)nc2c(C(=O)OCC)sc(C)c2c1=O	1.5	·	1.8	-1.1	·	-8.3	·
Cc1nn(C)c(C)c1S(=O)(=O)N1CCCC(C(=O)NCC2COc3ccccc3O2)C1 (stereo unspecified)	1.4	-4.3	-4.7	2.6	·	0.7	-5.8
COCC(=O)N1CCCC(C(=O)c2ccc3c4c(cccc24)CC3)C1 (stereo unspecified)	-1.7	4.1	23.9	-0.4	-5.9	-1.6	1.1
CCOC(=O)c1cc2c(=O)n3ccccc3nc2n(Cc2ccco2)c1=NC(=O)c1cccnc1	1.5	-4.5	-1.1	33.0	·	-7.5	·
Cc1ccc2c(c1)N(CC(=O)NCCCN1CCCCC1C)C(=O)c1cccnc1O2 (stereo unspecified)	0.7	-9.1	-0.8	3.0	-1.0	0.1	2.4
CSc1nnc(CCNC(=O)OC(C)(C)C)o1	-1.6	·	-3.3	-10.0	-1.9	·	3.7
O=C(Nc1ccc2c(c1)OCO2)C1CCN(S(=O)(=O)c2ccc3c(c2)OCCO3)CC1	-1.9	-1.0	-0.7	0.3	·	-1.4	·

Not a hit list. Share with any hit: about 4%.
